Epigenetic reg: Quantitative High-Throughput Screen for Regulators of Epigenetic Control; murine LDR cells, GFP reporter derepression, 30 h; Potency, µM (highest dose often 53.9 µM), for the others: at the highest dose GFP activation, hits mostly activators; actives 0.2% (n = 280,000); active = well fitted activation curve with a large enough effect; inconclusive = small, poorly fitted or top-dose-only effect; also: % of control where 0% means no effect; nearly all actives have a fitted effect of over 60% in size
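Derepression of a silenced CMV-GFP reporter in murine LDR cells is scored by enumerating GFP-positive cells with a laser-scanning microplate cytometer after 30 hours of treatment at 37 C.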
Lamin A splicing: qHTS Assay for Modulators of Lamin A Splicing; HeLa LMNA splicing GFP/RFP minigene ratio, 48 h; Potency, µM (series often up to 46.1 µM), for the others: at the highest dose ratio change, negative = inhibition, actives largely listed as inhibitors; actives 0.01% (n = 200,000); AID 1487, 2009; active = well fitted inhibition curve with a large enough effect in the signal ratio, with a control signal flat, not every such curve was filed as active; inconclusive = small, poorly fitted or top-dose-only effect, or effect the other way, or a change in a side signal; the % refers to the signal ratio; also: % is scaled to controls: 0 for no effect and ±100 for the full control effect
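S3 HeLa cells stably expressing lamin A-EGFP splicing minigene plus DsRed2, 600 cells/well, 48 h compound exposure at 37C. Laser-scanning cytometry; analysed as GFP (500-530 nm)/RFP (575-640 nm) total intensity ratio; 0.5% DMSO vehicle.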
Numbers without * were called inactive; ? = inconclusive; [ ] = another dose, or the depositor's remark. Potency is read from the fitted curve at half-maximal effect. An excerpt; rates above refer to the full screens.

SMILES	Epigenetic reg	Lamin A splicing
CSc1ncc(C(=O)NCc2cccc(F)c2)c(-c2ccccc2)n1	0.0%	1.9%[46 µM]
O=C(OCc1ccco1)c1ccc2c(c1)N(Cc1ccc([N+](=O)[O-])cc1)C(=O)c1ccccc1S2	-0.9%	7.6%[46 µM]
COc1ccc(N2C(=O)CSC23C(=O)N(CC(=O)Nc2ccccc2F)c2ccccc23)cc1 (stereo unspecified)	7.6%	3.1%[46 µM]
Cc1nnc(N2CCN(C(=O)NCCC(C)C)CC2)c2nn(-c3ccc(Cl)cc3)c(C)c12	4.4%	13.5%[46 µM]
COc1cccc(NS(=O)(=O)c2ccc3[nH]cc(C(=O)NCCc4ccc(C)cc4)c(=O)c3c2)c1	3.0%	?
Cc1cc(=O)[nH]c2nnc(SCc3ccc(F)cc3)n12	1.0%	-2.4%[46 µM]
CCc1ccc(S(=O)(=O)NCCc2cn3ccsc3n2)cc1	0.0%	-20.0%[46 µM]
CCOc1ccc(C(=O)CSc2nnc3cc(C)c4ccccc4n23)cc1	0.8%	27.1%[46 µM]
CCOc1ccccc1CNC(=O)C1CCN(S(=O)(=O)c2ccc3c(ccn3C)c2)CC1	-1.7%	-13.4%[46 µM]
Cc1ccc2nc(N3CCC(C(=O)N4CCN(c5cccc(C)c5C)CC4)CC3)[nH]c2c1	-6.9%	-2.4%[46 µM]
CCCNC(=O)CSc1nc(-c2ccc(OC)cc2)cc(C(F)(F)F)n1	1.5%	3.5%[46 µM]
COc1ccc(CNc2ncnc3onc(C)c23)cc1	2.5%	-1.2%[46 µM]
COc1ccccc1Cn1c(CNS(=O)(=O)c2c(C)cc(C)cc2C)nc2cccnc21	0.0%	?
CCN1C(=O)c2ccccc2Sc2ccc(NC(=O)c3ccc(C#N)cc3)cc21	2.6%	?
O=C(CSC1=Nc2ccccc2N=C(c2ccc(F)cc2)C1)NCc1ccc(Cl)cc1	5.1%	-2.5%[46 µM]
Cc1cn2c(=O)cc(COC(=O)c3ccc(NC(=O)c4ccc(C(C)(C)C)cc4)cc3)nc2s1	-5.3%	?
Clc1ccccc1CSc1nnc(C2CCNCC2)o1	1.6%	16.4%[46 µM]
Cc1cccc(C(=O)Nc2nc(-c3ccc(Br)cc3)ns2)c1	-3.2%	6.6%[46 µM]
CCn1cc(C(=O)NCc2ccc(C)cc2)c(=O)c2cc(S(=O)(=O)N3CCCCCC3)ccc21	-1.1%	12.2%[46 µM]
Cc1cccc(-c2cc(NC(=O)c3ccccc3C)n(-c3ccccc3)n2)c1	-0.1%	-19.4%[46 µM]

Molecules from the list above that contain an aryl methoxy group (five):
SMILES	Epigenetic reg	Lamin A splicing
COc1ccc(N2C(=O)CSC23C(=O)N(CC(=O)Nc2ccccc2F)c2ccccc23)cc1 (stereo unspecified)	7.6%	3.1%[46 µM]
COc1cccc(NS(=O)(=O)c2ccc3[nH]cc(C(=O)NCCc4ccc(C)cc4)c(=O)c3c2)c1	3.0%	?
CCCNC(=O)CSc1nc(-c2ccc(OC)cc2)cc(C(F)(F)F)n1	1.5%	3.5%[46 µM]
COc1ccc(CNc2ncnc3onc(C)c23)cc1	2.5%	-1.2%[46 µM]
COc1ccccc1Cn1c(CNS(=O)(=O)c2c(C)cc(C)cc2C)nc2cccnc21	0.0%	?

Continuation:
SMILES	Epigenetic reg	Lamin A splicing
Cc1ccc(C)c(NC(=O)c2cnn(-c3cccc(F)c3)c2C2CCN(C(=O)OC(C)(C)C)CC2)c1	0.0%	-16.1%[46 µM]
CC(C)Oc1ccc(C(=O)NCC(c2ccc(N(C)C)cc2)N2CCCC2)cc1 (stereo unspecified)	3.1%	?
COc1ccc(NC(=O)C2CCN(S(=O)(=O)c3cccc(-c4noc(C)n4)c3)CC2)cc1OC	-1.3%	17.9%[46 µM]
CCC(NC(=O)Nc1cccc(C)c1)c1c(-n2cccc2)sc2c1CCN(C)C2 (stereo unspecified)	-1.2%	?
CN1CCN(C(CNC(=O)c2cccc(F)c2)c2ccc3c(c2)OCO3)CC1 (stereo unspecified)	0.0%	2.1%[46 µM]
O=C(NCc1ccccc1Cl)C(=O)NCC(c1ccco1)S(=O)(=O)c1cccs1 (stereo unspecified)	6.0%	4.7%[46 µM]
COC(=O)c1ccc(Cl)cc1NC(=O)N(Cc1ccc(C)o1)C1CCN(C(C)=O)CC1	-1.2%	20.3%[46 µM]
Cc1cccc(C(=O)N2c3nc(-c4ccco4)nn3C3(CCCCC3)[C@@H]3CCCC[C@@H]32)c1	4.8%	16.5%[46 µM]
CCOC(=O)c1c(S(=O)(=O)N2CCCC(C(=O)Nc3ccc(C)cc3C)C2)c(C)n(CC)c1C (stereo unspecified)	0.0%	7.0%[46 µM]
O=S(=O)(NCc1nc2cccnc2n1Cc1ccccc1)c1ccc2c(c1)CCCC2	0.0%	-7.2%[46 µM]
CN(C(=O)CSc1nc2ccc(NC(=O)c3ccccc3)cc2s1)c1ccccc1	-0.5%	?
Cc1ccc(S(=O)(=O)c2cn(Cc3ccccc3)c3cc(N4CCCCC4)c(F)cc3c2=O)cc1	-1.2%	-2.0%[46 µM]
COc1ccc(OC)c(NC(=O)Cn2ccn(-c3ccc(F)cc3)c(=O)c2=O)c1	1.4%	12.4%[46 µM]
COc1cc(-c2cc(OC)c3c(C)oc(C)c3c(=O)c2)ccc1OC(=O)c1ccccc1C	-3.2%	-20.8%[46 µM]
CC(C)Cc1nn2c(=O)cc(COC(=O)c3ccccc3NC(=O)c3cccs3)nc2s1	-4.9%	-4.3%[46 µM]
Cc1c(C(=O)Nc2cccc(Cl)c2)oc2ccc(S(=O)(=O)N3CCOCC3)cc12	14.7%	25.3%[46 µM]
COc1cc(OC)c(NC(=O)Cn2c(SCc3ccccc3F)nc3cccnc32)cc1Cl	0.0%	-9.1%[46 µM]
Cc1ccc(N(Cc2cccs2)C(=O)c2ccccc2[N+](=O)[O-])cc1	-1.6%	4.8%[46 µM]
Cc1ccc(NC(=O)Cn2c(=O)n(Cc3ccccc3)c(=O)c3c(C)c(C(=O)N(C)C)sc32)c(C)c1	-0.2%	2.3%[46 µM]
COc1cccc(C(=O)Nc2cccc(C(=O)OCc3cc(=O)n4nc(C(C)C)sc4n3)c2)c1	3.5%	?
Cc1cccc(N2CCN(S(=O)(=O)c3cc(C(=O)Nc4ccc(Oc5ccccc5)cc4)ccc3F)CC2C)c1 (stereo unspecified)	-0.6%	?
CCOc1ccc(C(=O)NCCc2sc(-c3ccc(C)cc3)nc2C)cc1	1.4%	-11.5%[46 µM]
Cc1cc(C)cc(N(C)S(=O)(=O)c2nnc(NC(=O)COc3ccc(Cl)cc3)s2)c1	0.8%	?
Cc1ccc2sc(N(Cc3cccnc3)C(=O)C3COc4ccccc4O3)nc2c1C (stereo unspecified)	2.1%	11.0%[46 µM]
CCCNc1ncnc2c1c(-c1ccccc1)cn2-c1ccccc1	0.6%	?
CCCc1cc(=O)[nH]c2nnc(SCC(=O)Nc3cccc(C)c3)n12	1.6%	?
Cc1ccc(Cl)cc1NC(=O)N1CCC(CN2CCc3ccccc3C2)CC1	-1.2%	3.2%[46 µM]
COc1ccc(Cn2ccc3nc(C)c(C(=O)NCc4ccc(F)cc4)cc3c2=O)cc1	0.0%	?
COc1ccccc1NC(=O)Cn1c(SCC(=O)Nc2ccc(F)cc2)nc2ccccc21	-0.9%	4.9%[46 µM]
CC(Oc1ccc(F)cc1)C(=O)NCC1(N(C)C)CCCCC1 (stereo unspecified)	1.1%	-5.9%[46 µM]
Cc1cc(C)cc(-n2ccnc2SCC(=O)Nc2ccccc2F)c1	4.2%	-14.7%[46 µM]
Cc1nn(CC(=O)Nc2ccc(OC(F)(F)F)cc2)c(=O)c2c(C)n(-c3ccc(Cl)cc3)nc12	9.3%	?
CCn1nc(C)c2c(-c3ccccc3)cc(=O)n(C(C)C(=O)NCc3ccccc3OC)c21 (stereo unspecified)	1.1%	?
O=C(Nc1ccc(S(=O)(=O)Nc2ncccn2)cc1)c1cccc(Cl)c1	-1.1%	-6.0%[46 µM]
CCOC(=O)c1c(C)[nH]c(CCC(=O)NCc2cc(Br)ccc2OC)c1C	0.7%	?
CCc1ccccc1NC(=O)C1CCN(C(=O)N2CC(C)Oc3ccc(Cl)cc32)CC1 (stereo unspecified)	0.0%	8.7%[46 µM]
CC(=O)Nc1ccc(S(=O)(=O)NCCc2csc3nc(-c4ccc(Cl)cc4)nn23)cc1	2.1%	3.4%[46 µM]
COc1cccc(CNC(=O)c2cccc(NC(=O)c3nsc4ccccc34)c2)c1	-3.2%	-6.4%[46 µM]
COc1ccc(Cl)cc1NC(=O)c1sc2nc3n(c(=O)c2c1C)CCC3	1.4%	-4.5%[46 µM]
COc1ccc(F)cc1S(=O)(=O)Nc1cccc(-c2ccc(N3CCC(C)CC3)nn2)c1	-1.7%	7.2%[46 µM]
Cc1cccc(-c2nc(CCNC(=O)c3ccc(Br)o3)cs2)c1	0.8%	-18.5%[46 µM]
O=C(Nc1cccc(Cl)c1)c1ccc(F)c(S(=O)(=O)N2CCC3(CC2)OCCO3)c1	-0.1%	?
COc1ccc(C(=O)CN2C(=O)N(c3cc(C)ccc3C)S(=O)(=O)c3ccccc32)cc1	0.8%	8.5%[46 µM]
COc1cccc(NC(=O)Cn2nnc(C(=O)NCCc3ccccc3)c2N)c1	5.1%	5.9%[46 µM]
CCCNC(=O)C1CCC(Cn2c(=O)c3sccc3n(CC(=O)Nc3ccccc3C)c2=O)CC1 (stereo unspecified)	0.0%	?
Cc1ccc(NC(=O)CN2C=NS(=O)(=O)c3ccccc32)c(C)c1	-1.3%	4.1%[46 µM]
Cc1ccc(-c2cn3c(n2)sc2cc(C(=O)N4CCCCC4)ccc23)cc1	-1.6%	-7.9%[46 µM]
O=C(CSc1nnc(-c2ccc(Br)cc2)n1-c1ccccc1)c1ccccc1	0.0%	?
O=S(=O)(Nc1ccc(-c2ccc(N3CCCC3)nn2)cc1)c1ccc(Cl)cc1	1.7%	23.7%[46 µM]
Cc1nc2c(C(=O)NCc3ccccc3Cl)cnn2c(C)c1Cc1c(F)cccc1Cl	-0.1%	2.7%[46 µM]
Cc1cc(C)cc(NC(=O)Cc2noc3ccccc23)c1	0.0%	?
COc1ccc(NC(=O)Nc2cc(C(=O)NCc3ccc(C)cc3)ccc2N2CCCC2)cc1	2.1%	?
CC(C)CN(CCCNC(=O)CN1N=C(c2ccc(Cl)cc2)CCC1=O)CC(C)C	4.4%	-9.4%[46 µM]
COc1ccccc1NC(=O)CSC1=Nc2ccccc2C2=NC(CCC(=O)NCCc3ccccc3)C(=O)N12 (stereo unspecified)	-0.5%	-2.1%[46 µM]
COc1ccc(C2=C(C)C(N3CCC(C(=O)Nc4ccc(F)cc4C)CC3)=NS2(=O)=O)cc1	1.5%	-14.0%[46 µM]
Cc1cn2c(=O)cc(COC(=O)c3cccc(NC(=O)COc4ccccc4Cl)c3)nc2s1	0.7%	?
CCOC(=O)Cn1c(=O)n(C2CCCCC2)c2nc(-c3cccc(C)c3)nc(C(N)=O)c21	0.8%	21.5%[46 µM]
COc1cccc(CN2CCCN(CC(=O)Nc3ccc4c(c3)OCCO4)S2(=O)=O)c1	-1.5%	-4.6%[46 µM]
CC1CN(C(=O)N2CCC(C(=O)NCCCc3ccccc3)CC2)c2cc(Cl)ccc2O1 (stereo unspecified)	0.0%	-7.5%[46 µM]
Cc1cc(OCC(=O)NCC2(N(C)C)CCCCC2)cc(C)c1Cl	-3.2%	-4.2%[46 µM]
Going on with the list:
SMILES	Epigenetic reg	Lamin A splicing
COc1ccccc1NC(=O)c1c(C)cc(C)nc1SCC(=O)Nc1ccc(C)cc1	-3.2%	?
CCCCNC(=O)C1CCN(S(=O)(=O)CCC)CC1	0.0%	-6.1%[46 µM]
CCOC(=O)c1c(C)[nH]c(C)c1S(=O)(=O)N1CCCC(C(=O)N2CCN(c3cccc(C)c3C)CC2)C1 (stereo unspecified)	1.3%	-26.9%[46 µM]
CCOc1ccc(NC(=O)c2cnc3sc(N4CCOCC4)nn3c2=O)cc1	0.0%	-5.6%[46 µM]
Cc1nnc(NC(=O)CSCc2cc(=O)c3ccccc3[nH]2)s1	8.3%	-1.5%[46 µM]
COc1ccc(-c2cn3nc(N4CCCC(C(=O)Nc5ccc(C)c(C)c5)C4)sc3n2)cc1 (stereo unspecified)	0.0%	6.8%[46 µM]
COc1ccc(C)cc1NC(=O)c1cc(S(=O)(=O)N2CCc3ccccc3C2)ccc1F	-1.5%	-14.3%[46 µM]
CCC(C)Sc1c(C(C)C)cnc2c1c(=O)n(C)c(=O)n2C (stereo unspecified)	-1.5%	12.1%[46 µM]
Cc1c(C(=O)Nc2cccc(C#N)c2)sc2nc3n(c(=O)c12)CCCCC3	0.8%	0.9%[46 µM]
COc1cccc(CN2CCc3nc(N4CCN(c5ncccn5)CC4)ncc3C2)c1	-3.3%	-7.1%[46 µM]
Cc1cc(Cl)ccc1OCCSc1nnc(-c2cccs2)o1	0.0%	-0.5%[46 µM]
CCN(c1ccccc1)S(=O)(=O)c1nnc(NC(=O)c2ccco2)s1	2.2%	-8.5%[46 µM]

At a glance, 3 of the compounds above:
SMILES	Epigenetic reg	Lamin A splicing
CCOc1ccc(NC(=O)c2cnc3sc(N4CCOCC4)nn3c2=O)cc1	0.0%	-5.6%[46 µM]
Cc1nnc(NC(=O)CSCc2cc(=O)c3ccccc3[nH]2)s1	8.3%	-1.5%[46 µM]
COc1ccc(-c2cn3nc(N4CCCC(C(=O)Nc5ccc(C)c(C)c5)C4)sc3n2)cc1 (stereo unspecified)	0.0%	6.8%[46 µM]

Screens (PubChem BioAssay)
